Screens from PubChem BioAssay.
FECH block – human FECH heme synthesis enzyme inhibition; 20,000 compounds, 3.3% hits; purified FECH, Ni-mesoporphyrin absorbance 550 nm; AID 1671448; calls only at 10 µM (by protocol);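 active means enzyme reaction rate more than 3 SD below the solvent-only control wells on the same plate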;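 further: lower slope than DMSO wells means FECH inhibition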
Target sequence (P22830 whole entry, looked up): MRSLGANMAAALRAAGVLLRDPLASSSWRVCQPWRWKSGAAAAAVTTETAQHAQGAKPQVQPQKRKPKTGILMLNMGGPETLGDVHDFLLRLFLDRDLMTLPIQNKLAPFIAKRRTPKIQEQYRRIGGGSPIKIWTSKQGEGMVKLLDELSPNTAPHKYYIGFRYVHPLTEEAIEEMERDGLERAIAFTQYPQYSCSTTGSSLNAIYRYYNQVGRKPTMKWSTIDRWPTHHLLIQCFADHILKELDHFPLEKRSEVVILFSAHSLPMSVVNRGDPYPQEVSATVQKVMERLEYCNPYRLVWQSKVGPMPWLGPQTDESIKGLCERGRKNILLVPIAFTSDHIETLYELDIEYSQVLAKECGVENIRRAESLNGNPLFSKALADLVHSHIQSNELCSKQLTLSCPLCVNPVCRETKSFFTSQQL
Calls only; i = inactive; + = active, no number.

SMILES	FECH block
CC1=C(C(=O)N(Cc2nccn2C)C(C)C)C(C)NC(=O)N1 (stereo unspecified)	i
O=C(CCN(CC1CCCO1)C(=O)c1ccc(Br)cc1)N1CCNCC1 (stereo unspecified)	i
CNc1ncc(-c2cccc(CN3CCOCC3)c2)c(-c2ccc(C)cc2)n1	i
COc1ccc(CN2CCCN(CC(=O)Nc3ccc(OC)c(OC)c3)S2(=O)=O)cc1	i
CC(C)OCCCNC(=O)c1cc2n(n1)CC(C)(C(=O)NCc1ccc(F)cc1)N(C)C2=O (stereo unspecified)	i
CC(C)(C)c1ccc(C(=O)Nc2cccc(N3CCCS3(=O)=O)c2)cc1	i
Cc1ccc(N2CC(NC(=O)Cc3ccc(Cl)cc3)CC2=O)cc1C (stereo unspecified)	i
O=C(O)c1cccnc1N1CCCC(N2CCCC2=O)C1 (stereo unspecified)	i
NS(=O)(=O)c1ccc(NC(=O)c2ccc3c(c2)CCCN3S(=O)(=O)c2ccccc2)cc1	i
CCc1nc2nc(C)c(NC(=O)Nc3cccc(Cl)c3)c(=O)n2[nH]1	i
CCN(CC)Cc1cnc2c(C(=O)N(C)Cc3sccc3C)cnn2c1	i
COc1ccc(C(=O)N2C[C@@H](O)[C@H](NCc3ccc4c(c3)OCO4)C2)cc1	i
Cc1ccc(-c2cc(Nc3ccccc3)nc(C)n2)cc1	i
CC(C)(O)c1cn(C2CCN(C(=O)c3cccc4c(Cl)cccc34)CC2)nn1	i
CCc1ccccc1OC1CN(Cc2ncc[nH]2)C1	i
CC(=O)N1CCCn2nc(C(=O)N3CCCC3c3ccccc3C)cc2C1 (stereo unspecified)	i
O=C(Nc1nc2n(n1)C(c1ccc(Cl)cc1)C=C(c1ccccc1)N2)c1ccccc1Cl (stereo unspecified)	i
CCCn1cnnc1C(C)NC(=O)c1cc(C)nc2ccc(C)cc12 (stereo unspecified)	i
Cc1ccc(S(=O)(=O)CCc2nc(-c3ccc4c(c3)Sc3ccccc3C(=O)N4C)no2)cc1	i
O=C(Nc1cccc(C(F)(F)F)c1)c1nc(N2CCOCC2)c2oc3ccccc3c2n1	i

Reprinted from the entries so far (five entries):
SMILES	FECH block
Cc1ccc(-c2cc(Nc3ccccc3)nc(C)n2)cc1	i
CC(C)(O)c1cn(C2CCN(C(=O)c3cccc4c(Cl)cccc34)CC2)nn1	i
CCc1ccccc1OC1CN(Cc2ncc[nH]2)C1	i
CC(=O)N1CCCn2nc(C(=O)N3CCCC3c3ccccc3C)cc2C1 (stereo unspecified)	i
O=C(Nc1nc2n(n1)C(c1ccc(Cl)cc1)C=C(c1ccccc1)N2)c1ccccc1Cl (stereo unspecified)	i

(listing goes on)
SMILES	FECH block
CCn1c(CNS(=O)(=O)c2cc(C)c(C)cc2C)nc2cccnc21	i
COc1ccc(Nc2nc(-c3nnc(-c4ccc(C)cc4)o3)nc3ccccc23)cc1	i
Cc1cc(NC(=O)c2ccc(C(C)(C)C)cc2)n(-c2ncnc3c2cnn3-c2ccccc2)n1	i
CC(=O)N1CCC(N(C)CCCc2cnn(C)c2)CC1	i
CC(=O)NCCC1=CCN(CC(=O)Nc2ccc(C)cc2)CC1	i
O=C(NC1CC(=O)N(c2ccccc2)C1)c1ccco1 (stereo unspecified)	i
COc1ccc(N2C(=O)CCS2(=O)=O)cc1S(=O)(=O)NCC1CCCO1 (stereo unspecified)	i
COc1cc(OC)c(NC(=O)NCCn2c(-c3ccncc3)nc3cccnc32)cc1Cl	i
CC(CC1=CCCN(CC(N)=O)C1)NC(=O)/C=C/c1ccccc1 (stereo unspecified)	i
CC(C)c1nccn1C(C)C(=O)NCc1ccc2c(c1)OCO2 (stereo unspecified)	i
O=S(=O)(NCc1ccccc1)N1CCCCC1CCn1cccn1 (stereo unspecified)	i
COc1ccc(NC(=O)CN2CCCN(Cc3cccc(F)c3)S2(=O)=O)cc1OC	i
O=C1CCC(=O)N1c1nc2n(n1)C(c1ccc(F)cc1)C=C(c1ccccc1)N2 (stereo unspecified)	i
CCOCC(=O)N1CCC2(CCC(=O)N(C)CC2)CC1	i
CCCC(=O)N(Cc1nc2nc(C)cc(C)n2n1)c1ccc(OCC)cc1	i
CCc1nc(OCC(=O)NCc2cccc(F)c2)c2c(C)c(C)oc2n1	i
CC(C)(C)C(=O)NCC1CCCN(Cc2ccc3c(c2)OCCO3)C1 (stereo unspecified)	i
CN(C)C(=O)c1ccc2c(c1)N(CC(=O)N1CCc3ccccc31)C(=O)C1CCCCN21 (stereo unspecified)	i
CN1CCNC(=O)C12CCN(C(=O)c1ccc(-c3ccccc3)[nH]1)CC2	i
FC(F)(F)c1ccc(-c2ccnc3[nH]ccc23)nc1	i
O=S(=O)(NCc1ccccc1)NC[C@H]1CCc2ccccc2O1	i
COc1ccc(-c2cc3n(n2)CCC(=O)N3Cc2ccc(C(=O)N3CCc4ccccc43)cc2)cc1	i
N[C@@H]1CC[C@@H](NC(=O)CCCc2cn[nH]c2)C1	i
O=C(Nc1nc2n(n1)C(c1ccccc1Cl)C=C(c1ccccc1)N2)c1ccccc1 (stereo unspecified)	i
O=S(=O)(NCc1nc2cccnc2n1Cc1ccccc1)c1ccc(F)c(Cl)c1	i
Cc1ccccc1NC(=O)C(C)n1nc(-c2ccc(C)c(S(N)(=O)=O)c2)c2c(c1=O)CCCC2 (stereo unspecified)	i
Cc1ccc(-c2nc3cccnc3n2CCNS(=O)(=O)c2ccccc2)cc1	i
CSc1cccc(NC(=O)CN2C(=O)CN(C)C(=O)c3ccccc32)c1	i
CCOC(=O)c1cc2ccsc2n1CC(=O)Nc1cc(Cl)ccc1OC	i
COc1ccc(-c2cc(C(=O)Nc3ccc(F)c(Cl)c3)[nH]n2)cc1S(N)(=O)=O	i
Cc1cccc2[nH]c(CNC(=O)C(c3cccnc3)N3CCCC3)nc12 (stereo unspecified)	i
CC(C(=O)NC1CCCC1)N1CCC(O)(CN2CCCC2)CC1 (stereo unspecified)	i
Cc1cccc(C)c1NC(=O)Cc1csc(NC(=O)Nc2cccc(Cl)c2)n1	i
O=C(c1csc(S(=O)(=O)NCc2ccco2)c1)N1CCCC1	i
Cc1nc2c(c(N(C)C)n1)CCN(C(=O)[C@@H]1C[C@@H](O)CN1)C2	i
Cc1cccc(-c2nnc(-c3nc(NCCc4c(C)noc4C)c4ccccc4n3)o2)c1	i
Cc1ccc(Nc2nc(N3CCN(CCO)CC3)nc3c2cnn3-c2ccccc2)cc1	i
O=C(NCC(=O)N(Cc1ccccn1)CC1CCCO1)c1ccccc1 (stereo unspecified)	i
C=CCSC(C)C(=O)N1CCOc2c(O)cc(-c3cccnc3)cc2C1 (stereo unspecified)	i
Cc1ccc(NCc2ccc3[nH]c(-c4ccc(F)cc4)c(C)c3c2)nn1	i
O=C(CCN1Cc2ccccc2C1=O)Nc1cnc2n1CCCC2	i
O=C(CN1C(=O)CC(c2ccccc2Cl)=Nc2ccccc21)Nc1ccccc1	i
CCCCNc1nc(Nc2ccc(OC)cc2)c2cnn(-c3ccccc3)c2n1	i
C=C1C2(C(=O)N3CCC(c4ccc(F)cc4)C3)CC[C@@H](C2)C1(C)C (stereo partly specified)	i
Cc1cc2c(cc1CN1CCCCC1CCN1CCN(C)CC1)OCO2 (stereo unspecified)	i
c1nc(NCc2ccsc2)c2[nH]cnc2n1	i
CSc1ccc(CCNC(=O)CCn2cnc3onc(-c4cc(F)cc(F)c4)c3c2=O)cc1	i
CN1C[C@@H](NC(=O)CC2CCCC2)C[C@H]1C(=O)NCc1ccccn1	i
COCC(=O)N1CCCN(CCn2c(=O)oc3ccccc32)CC1	i
COc1cccc(Cn2c(CNC(=O)c3ccc(N(C)C)cc3)nc3cccnc32)c1	i

Reprinted from the part before: four compounds, then new ones.
SMILES	FECH block
CSc1ccc(CCNC(=O)CCn2cnc3onc(-c4cc(F)cc(F)c4)c3c2=O)cc1	i
CN1C[C@@H](NC(=O)CC2CCCC2)C[C@H]1C(=O)NCc1ccccn1	i
COCC(=O)N1CCCN(CCn2c(=O)oc3ccccc32)CC1	i
COc1cccc(Cn2c(CNC(=O)c3ccc(N(C)C)cc3)nc3cccnc32)c1	i
O=c1cc(-c2ccncc2)nc(-c2ccc(CN3CCCNCC3)cc2)[nH]1	i
Cc1ccc(O)c(CN(Cc2ccco2)C(C)C(C)C)n1 (stereo unspecified)	i
CCC(C)N(Cc1ccncc1)C(=O)c1ccc(C#CC(C)(C)O)cc1 (stereo unspecified)	i
CCOc1ccc(NS(=O)(=O)c2cc(N3C(=O)CCS3(=O)=O)ccc2C)cc1	i
CN(Cc1n[nH]c2c1CCCCC2)C(=O)[C@@H]1C[C@H](N)CN1C	i
NC(=O)C1CCN(C(=O)CN2c3ccc(Br)cc3-c3ccccc3S2(=O)=O)CC1	i
CSc1ccc(CN(C(=O)c2cccc(-c3noc(C)n3)c2)C2CC2)cc1	i
CCOC(=O)c1ccccc1NC(=O)CN1CCCN(Cc2cccc(F)c2)S1(=O)=O	i
Cc1cc(N(C)C)nc(Nc2ccc(NC(=O)c3ccc(C(C)(C)C)cc3)cc2)n1	i
Cc1ccc(-c2ccc(N3CCC(C(=O)NC4CC4)CC3)nn2)cc1	i
Cc1ccc(-c2nnc(-c3nc(NCCC(C)C)c4ccccc4n3)o2)cc1	i
CC(C)(C)CNC(=O)c1nc[nH]c1C(=O)N1CCCC(CO)C1 (stereo unspecified)	i
CCOCCCNC(=O)C1c2c(n(C)c3ccccc23)SCC(=O)N1Cc1ccccc1Cl (stereo unspecified)	i
CCc1ccc(-n2c(CN3CCN(C(=O)Nc4ccc5c(c4)CCC5)CC3)nc3cccnc32)cc1	i
COc1ccccc1NC(=O)Nc1nc(CC(=O)NC(C)c2ccccc2)cs1 (stereo unspecified)	i
CC[C@H](C)[C@H](N)C(=O)N1CCC(Cn2cc(-c3ccc(F)cc3)nn2)CC1	i
CC(C)Cc1ccc(S(=O)(=O)N2CCC(n3c(C(F)(F)F)nc4cccnc43)CC2)cc1	i
COc1ccc(-c2cc3n(n2)CCC(=O)N3Cc2ccc(C(=O)Nc3cc(C)ccc3OC)cc2)cc1	i
CN(C)c1ncc(-c2nccn2Cc2ccccc2C(F)(F)F)cn1	i
COc1ccccc1Oc1ccc(NS(=O)(=O)NCc2ccccc2)cc1	i
Cc1cc(C)n(C(C)CNC(=O)c2cccc(Cn3cccn3)c2)n1 (stereo unspecified)	i
COC(C)(C)CC(C)NCc1cc(-c2ccco2)on1 (stereo unspecified)	i
CN(Cc1cn[nH]c1-c1ccc(F)cc1)C(=O)Cc1ccccc1O	i
CCCN(CCC)c1ncc(NS(=O)(=O)c2ccc(Br)cc2)cc1C(=O)O	i
C=CCn1cc(CN2CCOC(c3ccc(OC)cc3)C2)c(C)n1 (stereo unspecified)	i
CC(C)=Cc1nc(CC2CCN(C)CC2)no1	i
CCOC(=O)CCc1c(C)nc2nc(CNc3ccccc3OC)[nH]n2c1=O	i
CC(=O)N1CCCCC1C1=CCCN(CCSc2ccccc2)C1 (stereo unspecified)	i
CCC/C=C/c1ccc(Cl)c(C(=O)NC)c1	i
Cc1cc(C)n2nc(CN(C(=O)c3ccccc3)c3ccc(Cl)cc3)nc2n1	i
CCOc1ccccc1CNC(=O)COc1nc(CC)nc2oc(C)c(C)c12	i
COc1ccc(CC(=O)Nc2cc(N3CCCS3(=O)=O)ccc2C)cc1	i
CCNc1ncc(CN2CCn3nc(C(=O)N4CCCC4)cc3C2)cn1	i
Cc1ccn2c(=O)cc(COc3cccc(NC(=O)c4ccco4)c3)nc2c1	+
COc1ccc(Nc2c(-c3ccc4c(c3)CCCC4)c(=O)c2=O)cc1Cl	i
CC(C)CN(CCn1c(=O)oc2ccccc21)Cc1cnn(C)c1	i
COC(=O)c1cncc(N2C[C@@H]3C4CCC(CC4)[C@@H]3C2)n1	i
O=C(c1cccnc1)N1CCc2c(ncnc2N2C[C@H]3CC[C@@H](C2)N3)C1	i
CC(C)C(=O)Nc1nc2cc(NC(=O)C3CCCN(S(=O)(=O)N4CCCC4)C3)ccc2s1 (stereo unspecified)	i
CCc1oc(C(=O)N[C@@H]2c3ccccc3C[C@@H]2O)cc1CN1CCCC1	i
C=CCn1c(=O)c2cnc(-c3ccc(OC)cc3)nc2n(C)c1=O	i
Cc1cc(N(C)C)nc(Nc2ccc(NC(=O)c3cccc(Cl)c3)cc2)n1	i
C=CCC(=O)N(CCCC)Cc1ccccc1F	i
COCCNC(=O)c1cc(N2CCC3(CCCN(C)C3=O)C2)ccn1 (stereo unspecified)	i
CCc1[nH]nc2c1C(c1ccccc1OCCCn1ccnc1)CC(=O)N2 (stereo unspecified)	i
Cc1ccccc1-c1cc(O)c2c(c1)CN(C(=O)Cc1ccccn1)CCO2	i
Cc1ccc(-n2ncc3c(-n4nc(C)cc4NC(=O)C(C)C)ncnc32)c(C)c1	i
COc1ccc(N2CC(NC(=O)c3ccco3)CC2=O)cc1 (stereo unspecified)	i
Cc1ccc2cc(CN(CCO)CCO)c(=O)[nH]c2c1	i
CCN(CC)C(=O)Cn1cc(C(=O)N(C)Cc2cnc3ccccn23)nn1	i

(more compounds)
SMILES	FECH block
CC(=O)Nc1ccc(C(=O)N2CCOC(c3ccc(F)cc3)C2)c(O)c1 (stereo unspecified)	i
Cc1ccc(CN2CCN(CC(=O)Nc3cccc(Cl)c3C)S2(=O)=O)cc1	i
CNC(=O)c1ccc(Cn2c(=O)c3cc(OC)c(OC)cc3n(CC(=O)Nc3ccccc3C)c2=O)cc1	i
CCC(NC(=O)Cn1cc(C)c(=O)[nH]c1=O)c1nc(C)c(C)s1 (stereo unspecified)	i
CCOc1ccc(NC(=O)N2CCC(n3cnc4cccnc43)CC2)cc1	i

Some of the compounds tested; rates above refer to the full screens.
